Bioassay records (PubChem)
D1 antagonist: human D1 dopamine receptor antagonism. P21728. HEK293 TREx D1 cells, calcium flux, dopamine EC80; hits give low values. activity change, negative = inhibition, % at 10 µM. 3.2% of 360,000 active; in the data active = activity change below about -30%; also: % is scaled to controls: 0 for no effect and ±100 for the full control effect
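Inducible Hek293 Trex D1 cells (tetracycline, overnight, 30 C). Calcium dye 30–90 min RT. Antagonist mode: EC80 dopamine added after 180 s compound read.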
GRP78 ERSR act: inducers of ER stress response in human glioma cells | AID 602332 | U87-MG GRP78 promoter luciferase reporter, 16 h | 0.02% of 420,000 active | Potency, µM, for the others: top-dose activation, actives largely listed as activators; also: potency is read from the fitted curve at half-maximal effect; series mostly up to about 76 µM; % of control where 0% means no effect; nearly all actives have a fitted effect of over 35% in size
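ERSR induction read as luciferase luminescence (Bright-Glo, 10 min at room temperature) in stably transfected human U87-MG glioma cells exposed to compounds for 16 h, using GRP78 as sensor.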
D1 PAM: human D1 dopamine receptor positive modulation. potentiation, % at 10 µM. HEK293 TREx D1 cells, calcium flux, dopamine EC20 potentiation. P21728. 0.036% of 360,000 active; in the data active = potentiation above about 30%; also: 0% is about no effect
RXFP1 ag: activates the human relaxin receptor RXFP1. 0.3% of 370,000 active. Q9HBX9. HEK293T-RXFP1 cAMP TR-FRET, 30 min; response scale: percent of porcine relaxin response, buffer zero. Potency, µM (doses to about 57.5 µM), without a hit: at the top dose activation, actives largely listed as activators; also: potency is read from the fitted curve at half-maximal effect; % is scaled to controls: 0 for no effect and ±100 for the full control effect; nearly all actives have a fitted effect of over 60% in size; many of its hits are not listed in these tables
Target sequence (Q9HBX9 whole entry, looked up): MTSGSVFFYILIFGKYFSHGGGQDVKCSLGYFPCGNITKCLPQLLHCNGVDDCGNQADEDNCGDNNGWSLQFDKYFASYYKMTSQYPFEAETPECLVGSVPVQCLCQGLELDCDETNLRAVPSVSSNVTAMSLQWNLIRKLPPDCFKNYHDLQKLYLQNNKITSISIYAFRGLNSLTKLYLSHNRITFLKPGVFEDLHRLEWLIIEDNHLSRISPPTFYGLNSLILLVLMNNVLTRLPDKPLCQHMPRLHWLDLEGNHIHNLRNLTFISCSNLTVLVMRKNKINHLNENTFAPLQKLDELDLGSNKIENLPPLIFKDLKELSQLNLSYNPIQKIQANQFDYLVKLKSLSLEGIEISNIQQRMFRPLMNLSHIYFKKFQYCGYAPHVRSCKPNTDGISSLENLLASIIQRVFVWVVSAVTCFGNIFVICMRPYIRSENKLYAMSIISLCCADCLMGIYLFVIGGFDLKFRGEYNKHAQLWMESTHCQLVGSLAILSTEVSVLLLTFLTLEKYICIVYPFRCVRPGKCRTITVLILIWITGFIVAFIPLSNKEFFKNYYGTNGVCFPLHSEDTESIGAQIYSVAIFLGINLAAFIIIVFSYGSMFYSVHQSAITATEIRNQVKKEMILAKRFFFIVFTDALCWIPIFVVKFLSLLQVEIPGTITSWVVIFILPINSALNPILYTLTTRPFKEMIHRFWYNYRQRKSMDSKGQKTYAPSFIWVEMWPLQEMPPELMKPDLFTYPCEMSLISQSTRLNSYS
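HEK293T cells stably expressing RXFP1 were pretreated with the PDE4 inhibitor Ro 20174, exposed to compounds for 30 min at 37C, lysed, and cAMP was read by TR-FRET. Data normalized to buffer (basal) and 29 nM porcine relaxin (100%).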
Vif-A3G inh: inhibitors of Vif-APOBEC3G interaction; Potency, µM (doses to about 46.1 µM), without a hit: top-dose activity, negative = active, actives largely listed as inhibitors; HeLa A3G-eYFP + Vif (tagged APOBEC3G with the HIV-1 protein that degrades it), YFP fluorescence, overnight; AID 602310; 0.076% of 410,000 active; Q9HC16;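 also: potency is read from the fitted curve at half-maximal effect; % is scaled to controls: 0 for no effect and ±100 for the full control effect; nearly all actives have a fitted effect of over 60% in size; hits raise eYFP signal because A3G escapes Vif-driven loss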
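Read-out is eYFP fluorescence (Ex 488/Em 500-530) from Vif-expressing HeLa A3G-eYFP cells; more signal means A3G escaped Vif-mediated degradation. Cells plated overnight, compound pinned in, incubated overnight at 37 deg C.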
D1 ag: activates the human D1 dopamine receptor; 1% of 360,000 active; P21728; HEK293 T-REx D1 cells, calcium flux, agonist mode; activation, % at 2 µM; in the data active = activation above about 30%; also: 0% is about no effect
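Inducible HEK293 T-REx D1 cells, force-coupled to calcium signalling, were plated at 4000 cells/well with tetracycline and held overnight at 30 C. After no-wash calcium dye loading, compound-evoked calcium rise over 180 s flagged agonists.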
D2 PAM: D2 dopamine receptor (human) potentiation; P14416; HEK293 T-REx D2, calcium flux, EC20 dopamine potentiation; potentiation, % at 10 µM; 0.34% of 340,000 active;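 active = potentiation over 3 SD above the plate norm, cut at about 30% in these data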; also: 0% is about no effect
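Using a no-wash calcium dye in inducible, force-coupled HEK293 Trex cells expressing D2, we tracked fluorescence each second for 180 s after compound, then for 180 s after EC20 dopamine to detect augmented signalling.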
LDHA block: LDHA (human) enzyme inhibition; activity change, % (values are at about 110 or 230 µM); 0.15% of 480,000 active; purified LDHA, NADH/diaphorase-resazurin fluorescence; hits give low values; in the data active = activity change below about -30%; inconclusive = mostly about -25% to -30%;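 also: plate controls were DMSO wells for no effect and wells without enzyme for full effect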
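LDH5 2 nM; NADH 0.06 mM, pyruvate 0.2 mM; 200 mM Tris pH 7.4, EDTA, Tween-20; 5 min RT. Detection: diaphorase 0.133 mg/mL + resazurin 37 µM, fluorescence ex540/em590 at 0 and 20 min; normalized to enzyme-free and DMSO wells.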
Vif-APOBEC3F blk: blocks the Vif interaction with APOBEC3F | HeLa A3F-eYFP + Vif (tagged APOBEC3F with the HIV-1 protein that degrades it), YFP fluorescence increase | Potency, µM (top dose mostly 46.1 µM), for the others: at the highest dose activity, negative = active | 0.2% of 390,000 active; also: potency is read from the fitted curve at half-maximal effect; % of control where 0% means no effect; nearly all actives have a fitted effect of over 65% in size
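HeLa cells stably expressing Vif plus C-terminally eYFP-tagged A3F were seeded, incubated overnight at 37 deg C, dosed with compound, incubated overnight again at 37 deg C. Yellow fluorescence (Ex 488/Em 500-530) reported blocked Vif-mediated A3F-eYFP degradation.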
Numbers without * were called inactive; ? = inconclusive; nt = not tested or not shown; & = joins results of further samples. Unless noted, calls follow the shape of the dose curve; as a rule, active = well fitted curve in the direction sought with a large enough effect; inconclusive = small, poorly fitted or top-dose-only effect, or another doubt; inactive = no such curve, though single readings can be large; an effect the other way counts as inactive or inconclusive. These rows are one share of the data (hit frequency here may not be typical).

structure,D1 antagonist,GRP78 ERSR act,D1 PAM,RXFP1 ag,Vif-A3G inh,D1 ag,D2 PAM,LDHA block,Vif-APOBEC3F blk
CCOc1ccc(NC(=S)NN(C)C(=S)Nc2ccc(OCC)cc2)cc1,-7.4,2.4%,2.9,2.1%,-3.3%,1.4,10.3,-4.6,-4.8%
CCCCSc1nc(-c2cccc(OC)c2)nc2c1Cc1c(CO)cnc(C)c1O2,6.5,-1.5%,2.0,3.5%,0.4%,1.2,-3.7,5.1,9.9%
CCCCN(C(=O)c1c(CC)noc1C)c1c(N)n(CCC)c(=O)[nH]c1=O,12.6,-2.2%,4.8,1.5%,-0.9%,0.7,4.3,-4.4,0.8%
CCN(CC)S(=O)(=O)c1ccc(NC(=O)CNC2CCCCC2)cc1,14.4,-5.8%,-5.4,1.0%,2.6%,14.1,-2.6,-23.3,-8.2%
Cc1ccc(NS(=O)(=O)c2ccc3[nH]c(=O)oc3c2)c(C)c1,-6.5&-12.0,4.3%&1.4%,-2.5&1.0,1.7%&1.0%,8.8%&4.3%,3.3&4.6,9.8&2.6,-1.4&-8.3,-1.2%&-4.6%
CC(=O)C1=C(C)Nc2ncnn2C1c1ccc(F)cc1 (stereo not drawn),9.9,-3.0%,4.6,-0.5%,-5.3%,0.2,7.8,-9.1,8.7%
CC(C)NC(=O)NC(=O)CSc1nncn1C,nt,0.6%,-0.8,-1.4%,0.6%,-0.5,5.3,4.3,-6.8%
O=C(CNC(=O)c1cccs1)NCC(=O)OCc1ccc(Cl)cc1,-0.5,-2.9%,1.2,0.8%,1.1%,-0.7,-1.8,-9.3,-3.0%
CCOC(=O)N1CCN(CC(=O)Nc2nccs2)CC1,nt,-3.0%,nt,nt,2.1%,nt,nt,1.3,0.8%
Nc1c(C(=O)c2ccc(Cl)cc2)sc2nc3c(cc12)CCC3,7.3,2.3%,2.4,2.1%,-7.8%,2.8,nt,-0.1,25.1µM*
COc1cc(C2CC(=O)c3cnc(NC(=O)c4ccco4)nc3C2)cc(OC)c1OC (stereo not drawn),-7.9,0.3%,-2.5,4.5%,0.9%,0.9,11.2,-6.0,-7.4%
O=c1[nH]nnc2c1sc1nc(N3CCOCC3)c3c(c12)CCCC3,nt,3.8%,nt,nt,1.0%,nt,nt,-5.1,5.0%
Cc1cc(N2CCN(S(=O)(=O)c3ccc(Cl)cc3)CC2)c2ccccc2n1,-7.8,-4.3%,-0.4,0.8%,3.9%,2.6,-10.5,-4.6,-1.6%
CC(C)n1cc(CN2CCC(n3nccc3NC(=O)C3CCCC3)CC2)cn1,13.2,-3.8%,-2.5,-1.1%,0.6%,2.2,-2.7,-6.5,3.0%
CCc1cc2ccc(C)cc2nc1SCC(=O)NC1CCCC1,1.2,-1.6%,-5.0,15.3%,1.5%,1.4,-13.4,-8.4,-6.5%
Cc1oc(-c2cccc(Cl)c2)nc1CN1CCC(C(=O)NCc2ccco2)CC1,-3.7,5.0%,-7.8,2.2%,-1.6%,11.8,-11.1,-0.2,7.4%
CCCS(=O)(=O)c1nc(S(=O)(=O)c2ccc(C)cc2)c(N2CCN(C)CC2)s1,-8.7,-0.3%,-2.0,?,-3.5%,-0.8,-17.6,-1.8,0.2%
Cc1ccc(S(=O)(=O)N(C)c2ccc(C(=O)Nc3cccnc3)cc2)cc1,6.4,-2.5%,-6.2,2.8%,0.0%,0.1,-5.0,2.1,11.6%
Clc1ccc(C[n+]2cc(-c3ccccc3)n3c2CCC3)cc1,12.8,-6.4%,-1.1,0.4%,-0.5%,2.1,-17.2,0.7,4.0%
N#CCSc1ncnc2c1cnn2CCO,-26.6,2.1%,-6.2,0.2%,1.2%,3.4,7.6,-5.3,-17.3%
CSCC(=O)N1CCCC(C(=O)c2cc(F)ccc2F)C1 (stereo not drawn),-3.4,-2.5%,-4.8,0.6%,-4.8%,2.9,19.2,-11.4,-11.2%
CCOc1ccc(NC(=O)CSc2nc3ccccc3c(=O)n2Cc2cccs2)cc1,-13.7,-3.1%,-5.0,6.5%,0.9%,6.8,3.4,-8.6,5.5%
COc1ccc(C2c3[nH]c4ccccc4c3C[C@H]3C(=O)N(CC(C)C)CC(=O)N23)c(OC)c1 (stereo partly drawn),5.4,-3.1%,7.1,3.4%,7.9%,2.3,10.0,-1.8,7.6%
COc1ccc(C[C@H]2CN3C(=NC[C@@H]3C(C)C)N2C[C@H](C)NC(=O)c2ccc(C)c(Br)c2)cc1,17.2,-2.8%,-0.8,-0.9%,8.7%,-1.5,-13.6,-2.2,0.5%
CN1CCN(C(=O)c2ccc(S(=O)(=O)c3ccc(Br)cc3)cc2)CC1,-2.0,-5.2%,-1.9,-0.1%,0.6%,3.0,5.6,-4.5,0.4%

Three entries from above, field by field.
Nc1c(C(=O)c2ccc(Cl)cc2)sc2nc3c(cc12)CCC3
- D1 antagonist: 7.3
- GRP78 ERSR act: 2.3%
- D1 PAM: 2.4
- RXFP1 ag: 2.1%
- Vif-A3G inh: -7.8%
- D1 ag: 2.8
- D2 PAM: nt
- LDHA block: -0.1
- Vif-APOBEC3F blk: 25.1µM*

CCc1cc2ccc(C)cc2nc1SCC(=O)NC1CCCC1
- D1 antagonist: 1.2
- GRP78 ERSR act: -1.6%
- D1 PAM: -5.0
- RXFP1 ag: 15.3%
- Vif-A3G inh: 1.5%
- D1 ag: 1.4
- D2 PAM: -13.4
- LDHA block: -8.4
- Vif-APOBEC3F blk: -6.5%

CCOc1ccc(NC(=O)CSc2nc3ccccc3c(=O)n2Cc2cccs2)cc1
- D1 antagonist: -13.7
- GRP78 ERSR act: -3.1%
- D1 PAM: -5.0
- RXFP1 ag: 6.5%
- Vif-A3G inh: 0.9%
- D1 ag: 6.8
- D2 PAM: 3.4
- LDHA block: -8.6
- Vif-APOBEC3F blk: 5.5%

(more compounds)
structure,D1 antagonist,GRP78 ERSR act,D1 PAM,RXFP1 ag,Vif-A3G inh,D1 ag,D2 PAM,LDHA block,Vif-APOBEC3F blk
CCN(CC(=O)NC(C)C)C(=O)[C@@H](NC(=O)c1ccco1)C(C)C,0.5,0.3%,-6.5,4.5%,-6.2%,1.2,3.9,0.4,-25.6%
O=C(CCNS(=O)(=O)/C=C/c1ccccc1)NCCc1c[nH]c2ccccc12,-4.1,-2.0%,-12.7,2.4%,1.9%,2.2,-5.0,4.1,6.4%
COc1ccccc1C1NC(=O)CS1 (stereo not drawn),2.1,-6.8%,-1.6,-0.5%,-1.1%,4.2,15.4,-7.6,-0.4%
O=C(CSc1ncn(-c2ccccc2)n1)Nc1nc2ccccc2s1,3.7,-1.6%,5.2,2.1%,-0.4%,3.2,16.7,-4.2,-6.2%
CC(NC(=O)c1ccco1)C(c1cccs1)N1CCN(c2ccccc2)CC1 (stereo not drawn),-2.2,-1.7%,-7.0,-0.1%,-0.6%,0.8,6.2,-3.2,5.9%
COCCNC(=O)C(=O)NNS(=O)(=O)c1ccc2ccccc2c1,11.4,-7.3%,0.5,-0.7%,-3.2%,3.8,7.9,4.2,0.0%
CCC(C)Sc1ccc([C@H]2N[C@@](CC(C)C)(C(=O)OC)[C@H]3C(=O)N(C)C(=O)[C@@H]23)cc1 (stereo partly drawn),7.3,-4.3%,-5.6,-0.2%,-6.6%,9.8,-7.0,7.1,-4.8%
O=S(=O)(c1ccc(Br)cc1Cl)N1CCCN(c2ccc(C(F)(F)F)cn2)CC1,nt,-3.0%,nt,nt,-3.1%,nt,nt,0.7,7.5%
CC(=O)c1c2c3c(c(Br)ccc3n(C)c1=O)C(=O)c1ccccc1-2,-12.8,-2.0%,6.0,0.1%,-2.6%,0.1,6.0,-8.2,-29.3%
CCCCn1c(N)c(N(CC(C)C)C(=O)CCN2C(=O)C3CC=CCC3C2=O)c(=O)[nH]c1=O (stereo not drawn),nt,-0.6%,nt,nt,-0.9%,nt,nt,-0.3,-1.2%
CC(O/N=C/c1ccccc1OC(F)F)C(=O)Nc1cccc(S(=O)(=O)N2CCOCC2)c1 (stereo not drawn),-27.3,-3.0%,-9.0,-1.1%,-8.6%,2.4,6.0,-6.3,3.1%
O=C(O)C1CCCN1C(=O)OCc1ccccc1 (stereo not drawn),-11.4,-3.6%,-10.3,0.0%,0.2%,3.2,0.9,-9.9,-0.6%
CC(=O)c1cc2c(ccc3ccccc32)oc1=O,-9.0,-2.6%,-2.3,4.9%,3.1%,3.7,11.4,-2.8,1.3%
CCCCn1c(=N)n(CC(O)COc2cccc(C)c2)c2ccccc21 (stereo not drawn),19.3,-6.7%,-5.5,1.4%,0.5%,28.9,-0.6,-2.3,-1.6%
CCOc1ccccc1N(C(=O)CNC(=O)c1ccco1)C(C(=O)NC(C)(C)C)c1ccncc1 (stereo not drawn),12.3,-3.4%,-1.4,-0.7%,-0.5%,0.7,8.7,-6.2,nt
Cc1ccc(NS(=O)(=O)c2ccc(CCC(=O)N3CCOCC3)cc2)cc1,6.0,-2.6%,0.0,2.6%,-1.7%,9.8,7.0,-6.8,2.5%
Cc1cc(Cl)ccc1NC(=O)C(=O)NCc1ccco1,2.0,-3.2%,-0.6,-0.6%,0.5%,3.7,-20.2,-3.8,-3.2%
O=C(NCc1nnc2n1CCCCC2)c1ccc(Cl)cc1Cl,-3.6,-7.4%,-2.2,-1.0%,0.4%,2.4,2.0,0.7,nt
